HP1b binding inh: blocks HP1-beta chromodomain binding to methylated histone tails | P83916 | AlphaScreen HP1-beta / biotin-H3K9me3 peptide binding | Potency, µM (highest dose often 114 µM), inactives show at the highest dose activity change, negative = inhibition, usual class: inhibitors | hit rate 0.56% among 390,000 | AID 540317; also: potency is read from the fitted curve at half-maximal effect; nearly all actives have a fitted effect of over 70% in size; inactives centre near 23
Target sequence (P83916 whole entry, looked up): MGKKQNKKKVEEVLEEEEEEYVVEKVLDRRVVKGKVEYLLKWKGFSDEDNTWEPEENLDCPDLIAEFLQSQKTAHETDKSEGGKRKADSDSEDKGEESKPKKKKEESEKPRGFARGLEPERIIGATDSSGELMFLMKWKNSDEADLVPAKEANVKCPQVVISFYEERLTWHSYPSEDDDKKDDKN
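HP1-beta protein (50 nM final) preincubated 30 min at room temperature with biotinylated H3(1-18)K9me3 peptide (50 nM) in PBS pH 7.4, 0.01% Tween-20, then compound added for 30 min. AlphaScreen streptavidin donor/nickel chelate acceptor beads (10 ug/mL final), 30 min dark, luminescence read.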
BAZ2B inh: blocks human BAZ2B; Q9UIF8; AlphaScreen BAZ2B-H3K14Ac peptide displacement; Potency, µM (top dose mostly 114 µM), without a hit: at the top dose activity change, negative = inhibition, most hits filed as inhibitors; hit rate 4.4% among 360,000; also: potency is read from the fitted curve at half-maximal effect; % is scaled to controls: 0 for no effect and ±100 for the full control effect; nearly all actives have a fitted effect of over 60% in size
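Inhibition is scored as reduced AlphaScreen emission. The BAZ2B/b-H3(5-23)K14Ac complex (50 nM each) in PBS pH 7.4, 0.01% Tween-20 meets compound (up to 110 uM) for 30 min at RT before bead addition.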
PI4K2A inh: inhibitors of human PI4K2A. hit rate 0.13% among 420,000. Q9BTU6. purified PI4K2A, ADP-Glo luminescence, 1 h; hits give low values. activity change, negative = inhibition, % at 76.9 µM; in the data active = activity change below about -50%; inconclusive = mostly about -30% to -49%;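 also: -100% = wells without enzyme as full effect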
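Compounds are screened against recombinant PI4K2A using PI as substrate and ATP, the latter dispensed at 300 microM. Reactions run one hour at ambient temperature before ADP-Glo detection; full inhibition defined by wells lacking enzyme.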
JMJD2A Tudor: JMJD2A Tudor domain (human) inhibition | AlphaScreen JMJD2A-Tudor / H3K4me3 peptide binding | Potency, µM (top dose mostly 114 µM), without a hit: top-dose activity change, negative = inhibition, most hits filed as inhibitors | O75164 | hit rate 4.4% among 390,000; also: potency is read from the fitted curve at half-maximal effect; % is scaled to controls: 0 for no effect and ±100 for the full control effect; nearly all actives have a fitted effect of over 50% in size
G9a inh: inhibitors of human histone lysine methyltransferase G9a. Q96KQ7. G9a H3K9 monomethylation, AlphaScreen, 2 h. Potency, µM (top dose mostly 102 µM), without a hit: top-dose activity, negative = inhibition, most hits filed as inhibitors. hit rate 8.8% among 350,000. AID 504332; also: potency is read from the fitted curve at half-maximal effect; % is scaled to controls: 0 for no effect and ±100 for the full control effect; nearly all actives have a fitted effect of over 75% in size
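Chemiluminescent proximity detection of H3K9 monomethylation, read after 10 min bead incubation in the dark. Reaction: 20 nM G9a, 500 nM biotin-H3K9 peptide, 20 uM SAM cofactor, 2 h, room temperature, following 15 min enzyme-compound preincubation.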
GLS inh: glutaminase GLS (human) inhibition; Potency, µM (series often up to 45.5 µM), for the others: top-dose activity change, negative = inhibition, usual class: inhibitors; hit rate 0.21% among 410,000; O94925; AID 624170; GLS enzymatic activity, qHTS titration; also: potency is read from the fitted curve at half-maximal effect; % is scaled to controls: 0 for no effect and ±100 for the full control effect
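Assay buffer: 45 mM KH2PO4 pH 8.2, 0.02% Tween-20. hKGA acts on L-glutamine (1 mM solution added); product glutamate is reported by an oxidase/peroxidase Amplex Red coupling, with fluorescence taken at baseline and 30 min.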
Tb PGK inh: inhibitors of T. brucei phosphoglycerate kinase | hit rate 0.043% among 380,000 | PGK/GAPDH coupled, Kinase-Glo luminescence, 60 min | AID 602233 | Potency, µM (highest dose often 57.5 µM), without a hit: at the highest dose activity change, negative = inhibition, most hits filed as inhibitors | P07378; also: potency is read from the fitted curve at half-maximal effect; % is scaled to controls: 0 for no effect and ±100 for the full control effect; nearly all actives have a fitted effect of over 60% in size
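Luminescent ATP detection (Kinase-Glo Plus) follows a 60-minute room-temperature incubation, with wells lacking PGK as controls. Buffer: 100 mM TEA (pH 7.6), 5 mM MgCl2, 0.01% Tween-20. Coupling enzyme GAPDH (100 nM final) supplies unstable 1,3-BPG in-well.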
Pin1 inh: blocks the human prolyl isomerase Pin1. hit rate 0.009% among 390,000. Pin1 FP peptide displacement, HiFluor488, 10 min. Q13526. Potency, µM (titrated, usually from 115 µM), without a hit: at the top dose activity, negative = inhibition, usual class: inhibitors; active = well fitted inhibition curve with a large enough effect in the polarisation, with a control signal flat, not every such curve was filed as active; inconclusive = small, poorly fitted or top-dose-only effect, or effect the other way, or a change in a side signal; inactive = no such curve, though single readings can be large or run the other way; the % refers to the polarisation; also: potency is read from the fitted curve at half-maximal effect; % is scaled to controls: 0 for no effect and ±100 for the full control effect
Target sequence (Q13526 whole entry, looked up): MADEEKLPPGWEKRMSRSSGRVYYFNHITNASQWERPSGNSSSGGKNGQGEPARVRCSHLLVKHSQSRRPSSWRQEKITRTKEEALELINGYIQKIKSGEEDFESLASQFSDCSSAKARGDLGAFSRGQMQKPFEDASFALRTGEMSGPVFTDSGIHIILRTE
POLH inh: blocks human DNA polymerase eta activity | Q9Y253 | recombinant Pol eta, fluorescent DNA replication assay | Potency, µM (highest dose often 114 µM), for the others: at the top dose activity change, negative = inhibition, hits mostly inhibitors | hit rate 1.2% among 390,000; also: potency is read from the fitted curve at half-maximal effect; % is scaled to controls: 0 for no effect and ±100 for the full control effect
Target sequence (Q9Y253 whole entry, looked up): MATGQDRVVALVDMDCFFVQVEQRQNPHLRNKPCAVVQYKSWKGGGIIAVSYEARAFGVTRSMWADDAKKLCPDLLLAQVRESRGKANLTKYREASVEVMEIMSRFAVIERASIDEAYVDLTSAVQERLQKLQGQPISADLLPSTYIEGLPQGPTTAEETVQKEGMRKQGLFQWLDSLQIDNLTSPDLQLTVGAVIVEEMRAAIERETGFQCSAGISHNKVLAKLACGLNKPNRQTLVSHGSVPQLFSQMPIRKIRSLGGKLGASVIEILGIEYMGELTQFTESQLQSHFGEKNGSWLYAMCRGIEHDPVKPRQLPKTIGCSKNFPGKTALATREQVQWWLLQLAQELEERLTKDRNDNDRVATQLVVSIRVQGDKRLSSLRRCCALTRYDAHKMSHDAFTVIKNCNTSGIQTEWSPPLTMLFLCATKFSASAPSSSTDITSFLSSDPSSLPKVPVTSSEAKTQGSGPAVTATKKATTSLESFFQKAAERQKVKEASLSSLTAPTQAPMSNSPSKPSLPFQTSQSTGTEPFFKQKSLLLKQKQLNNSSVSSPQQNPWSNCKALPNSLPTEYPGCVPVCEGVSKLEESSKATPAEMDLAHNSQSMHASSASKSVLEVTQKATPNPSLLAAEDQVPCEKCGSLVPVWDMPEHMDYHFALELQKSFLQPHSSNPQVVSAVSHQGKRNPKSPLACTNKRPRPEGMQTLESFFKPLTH
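Fluorescent replication assay: 50 nM final substrate added after a 15 min room-temperature compound preincubation with 10 nM enzyme. Signal taken at 0 min and again at 10 min.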
The depositor's hits bear a star; i = inactive; ? = inconclusive; nt = not tested or not shown; [ ] = dose if it differs, or a comment. Unless noted, calls follow the shape of the dose curve; as a rule, active = well fitted curve in the direction sought with a large enough effect; inconclusive = small, poorly fitted or top-dose-only effect, or another doubt; inactive = no such curve, though single readings can be large; an effect the other way counts as inactive or inconclusive. A portion of the library; rates above refer to the full screens.

JMJD2A Tudor,HP1b binding inh,POLH inh,Tb PGK inh,BAZ2B inh,PI4K2A inh,G9a inh,GLS inh,Pin1 inh,SMILES
2%,22%,-3%,2%,-23%,1,2%,10%,-3%,COc1ccc(C(=O)N/C(=C\c2cn(S(=O)(=O)N(C)C)c3ccccc23)C(=O)NCCCN2CCOCC2)cc1
7%,38%,-11%,i,-12%,1,40%[activator][12.7 µM],-2%,1%,CN(C)S(=O)(=O)c1ccc(C(=O)NCC(C)(C)N2CCOCC2)cc1
-27%,4%,-14%,8%,-5%,9,-33%[59 µM],10%,1%,CCC(C)c1ccc(NC(=S)NCc2cccnc2)cc1 (centres undefined)
-19%,12%,-21%,-5%,-22%,-3,-11%[59 µM],-11%,-1%,COc1ccc(N2C(=O)C(CC(=O)Nc3ccccc3)N(Cc3ccccn3)C2=S)cc1 (centres undefined)
-2%,25%,-9%,i[11.5 µM],1%,0,12%[59 µM],-3%,5%,O=C(NC1CCCCC1)c1ccc(S(=O)(=O)N2CCOCC2)cc1
19%,52%[activator],7%,-2%,1%,-3,66%[activator][12.7 µM],-1%,3%,O=C(Nc1ccc(Cl)cc1)Nc1cccc2nsnc12
nt,nt,-5%,4%,nt,-5,nt,-1%,nt,Cc1cc(Br)c(NC(=O)CN2C(=O)NC3(CCOc4ccccc43)C2=O)c(Br)c1 (centres undefined)
-3%,37%,-19%,-6%,-8%,4,-3%,0%,-6%,Nc1n[nH]c(C(F)(F)F)c1-c1ccccc1
-15%,19%,-16%,i,-25%,3,-44%,0%,6%,CCOc1ccc2[nH]c(=O)c(CN(CCN3CCCC3)C(=S)Nc3ccccc3OC)cc2c1
?,?,-6%,4%,?,3,35µM*,3%,12%,CCN1CCN(C(=O)c2ccc3c(c2)c(C)c(C)n3Cc2ccccc2)CC1
-16%,23%,-4%,-9%,nt,0,nt,2%,-14%,Cc1ccc(S(=O)(=O)N2[C@@H](c3ccc(F)cc3)C(C(=O)O)=C[C@H]2CC2CCCC2)cc1
-16%,22%,-9%,i,?,-1,?,-2%,-4%,c1ccc(Cc2noc(CN3CCN(Cc4ccc5c(c4)OCO5)CC3)n2)cc1
-17%,-3%,3%,-6%,-3%,0,-5%[59 µM],-11%,1%,O=C(Nc1ccc(Cl)cc1Cl)c1cc(S(=O)(=O)N2CCc3ccccc32)ccc1F
-28%,?,-14%,4%,-32%,4,-7%[59 µM],-26%,-1%,CNc1oc(-c2ccccc2Cl)nc1P(=O)(c1ccccc1)c1ccccc1
-3%,23%,-4%,-1%,3%,-6,-1%[59 µM],4%,-7%,Cn1ncc(Cl)c1C(=O)Nc1cc(C(F)(F)F)ccc1F
-12%,18%,-4%,-8%,13%,8,-31%[12.7 µM],0%,3%,CCOc1ccccc1C(=O)Nc1ccccc1C(N)=O
-25%,25%,-22%,i,-6%,0,-4%[59 µM],9%,?,CCC1=Nc2cc(C(=O)NC3CCC(C)CC3)ccc2Sc2ccc(C)cc21 (centres undefined)
?,21%,-8%,7%,-1%,2,8%[59 µM],7%,3%,CCOC(=O)c1c(S(=O)(=O)N2CCCC(C(=O)NCc3cccc(OC)c3)C2)c(C)n(C)c1C (centres undefined)
?,-10%,-12%,i,-22%,0,55%[activator],3%,-8%,CCOC(=O)C1CCN(S(=O)(=O)c2ccc3c(c2)N(C(C)=O)CC(C)S3)CC1 (centres undefined)
-14%,14%,2%,2%,3%,-3,-32%,-7%,-1%,Cc1ccccc1NC(=O)Cn1c(=O)n(C)c2ccccc21
-18%,3%,1%,-10%,-9%,4,-4%,?,-4%,CCOc1ccc(N(CC)C(=O)Cc2c(C(=O)O)n(C)c3ccccc23)cc1
-14%,42%[activator],-4%,3%,nt,-1,0%,5%,6%,CCc1ccc(-c2ccc(SCc3ccccn3)nn2)cc1
2%,29%,-16%,1%,-2%,8,11%[59 µM],-5%,-9%,CCn1c(SCC(=O)O)nnc1-c1ccccc1
nt,nt,-14%,-3%,nt,-5,nt,-1%,nt,COc1cccc(-c2ccc3c(c2)O[C@@H](CN(C)C(=O)C2CCOCC2)[C@H](C)CN([C@H](C)CO)S3(=O)=O)c1
-33%,1%,-6%,-4%,-36%,-5,?,7%,8%,COc1ccc(OC)c(-c2c(=O)n(OCc3ccccc3Br)c3ccccc3[n+]2[O-])c1
-25%,-7%,-5%,-10%,-8%,6,-5%[59 µM],-10%,2%,Cc1cccc(N2CCN(S(=O)(=O)c3cc(C(=O)Nc4ccc(Oc5ccccc5)cc4)ccc3F)CC2C)c1 (centres undefined)
-13%,0%,-13%,-1%,-2%,-1,-26%,1%,-9%,COc1ccccc1COC(=O)CN1C(=O)NC2(CCCCC2C)C1=O (centres undefined)
-7%,18%,-26%,3%,-27%,-2,16%[59 µM],58%[activator],-3%,NC(=O)C1CCN(CC(=O)Nc2ccccc2Sc2ccc(Cl)cc2)CC1
-4%,24%,-15%,-7%,5%,0,?,0%,1%,O=C(CS(=O)CC(=O)N(CC(=O)NC1CCCC1)C1CCCCC1)Nc1ccc(F)cc1 (centres undefined)
-4%,33%,-10%,2%,-7%,4,5%[12.7 µM],5%,0%,O=C(C1CC1)N1CCc2cc(Br)cc(S(=O)(=O)NCc3ccc4c(c3)OCO4)c21

2 entries drawn at random from those above, as already listed:
JMJD2A Tudor,HP1b binding inh,POLH inh,Tb PGK inh,BAZ2B inh,PI4K2A inh,G9a inh,GLS inh,Pin1 inh,SMILES
-7%,18%,-26%,3%,-27%,-2,16%[59 µM],58%[activator],-3%,NC(=O)C1CCN(CC(=O)Nc2ccccc2Sc2ccc(Cl)cc2)CC1
-13%,0%,-13%,-1%,-2%,-1,-26%,1%,-9%,COc1ccccc1COC(=O)CN1C(=O)NC2(CCCCC2C)C1=O (centres undefined)

Remaining list, next part.
JMJD2A Tudor,HP1b binding inh,POLH inh,Tb PGK inh,BAZ2B inh,PI4K2A inh,G9a inh,GLS inh,Pin1 inh,SMILES
8%[57.1 µM],40%[activator],-6%,i,27%,6,30%[59 µM],-12%,-1%,CC1Cc2ccccc2N1C(=O)CSc1nnnn1C1CCCC1 (centres undefined)
15%,71%[activator],-11%,-9%,5%,-1,54%[activator],-3%,0%,CCc1nc(Nc2ccccc2)c2nnn(Cc3ccccc3)c2n1
-25%,34%,-15%,-5%,-24%,8,?,4%,10%,Cc1noc(-c2ccccc2OCC(=O)Nc2ccccc2[N+](=O)[O-])n1
-8%,14%,-16%,-1%,-22%,0,?,1%,-5%,COc1ccccc1N(CC(O)CN1CCC(C)CC1)S(=O)(=O)c1ccccc1 (centres undefined)
-10%,13%,-9%,-6%,?,0,17%,20%,-4%,Cn1c(=O)c2c(nc(NCc3cccnc3)n2Cc2ccc(Cl)cc2)n(C)c1=O
-34%,2%,-21%,-5%,-36%,3,-51%[12.7 µM],-1%,?,O=C(NCc1ccco1)c1ccc(S(=O)(=O)N2CCCc3ccccc32)cc1
-17%,27%,-23%,i,nt,-1,nt,1%,2%,Cc1ccc(C(=O)Nc2ccc(S(=O)(=O)N3CCOCC3)cc2)cc1Br
4%,12%,-7%,4%,nt,-1,nt,26%,-2%,Cc1ccc(C(=O)Nc2cccc3ccccc23)o1
-9%,18%,-10%,-10%,-2%,-5,0%,3%,-5%,COC(=O)c1ccc(CNC(=O)C2CCC(=O)N(C3CCCCCC3)C2)cc1 (centres undefined)
-3%,26%,-10%,-10%,4%,0,-2%,-11%,-2%,O=C(Nc1cccc(Cl)c1)Nc1cccc(C(=O)O)c1
-7%,29%,-12%,9%,-22%,-8,-22%[59 µM],2%,-2%,CCc1ccc(CN(C(=O)c2cc(=O)c3ccc(C)cc3o2)C2CCS(=O)(=O)C2)cc1 (centres undefined)
-12%,27%,-12%,i,-29%,-1,10%[59 µM],15%,1%,N#Cc1cc(C(=O)c2cc(Cl)ccc2O)cn(-c2ccccc2)c1=O
-3%,45%[activator],-17%,9%,11%,0,27%[12.7 µM],-1%,1%,O=S(=O)(NCCCN1CCOCC1)c1ccc(F)c(Cl)c1
26%,94%[activator],-22%,-1%,26%,4,46%,4%,21%,Cc1ccc(-n2nc(C)c3c(-c4cccs4)c(C#N)c(N)nc32)cc1
-9%,24%,-7%,-9%,-11%,-3,-8%,-17%,-1%,CN(C)c1cc(-c2ccc(F)cc2)oc(=O)c1Cl
-33%,?,-8%,5%,nt,1,nt,10%,4%,COCC(=O)Nc1ccc(N2CCOCC2)c(S(=O)(=O)Nc2ccccc2OC)c1
9%,32%,-19%,12%,0%,-3,23%,7%,8%,CCC(C)C(NC(=O)c1ccc(Cl)cc1Cl)C(=O)O (centres undefined)
1%,26%,-7%,-7%,-3%,-8,nt,-7%,-1%,O=C(NNC(=O)c1ccco1)Nc1ccccc1
14%,16%,-14%,-8%,4%,-2,-15%,5%,-1%,CCCN(CCC)CC(O)CN1C(=O)NC(C)(C)C1=O (centres undefined)
-21%,-1%,-3%,-3%,-26%,-5,?,0%,5%,Cc1oc2ccc(O)c(CN(C)Cc3ccccc3)c2c1C(=O)Nc1ccccc1
-7%,13%,-11%,-2%,13%,11,28%,8%,2%,COc1ccc(NC(=O)c2ccc(S(=O)(=O)N(C)C)cc2)cc1OC
-13%,24%,-13%,-7%,12%,-1,8%[59 µM],19%,3%,CCCc1[nH]nc2c1C(c1cn[nH]c1-c1ccc(F)cc1)C(C#N)=C(N)O2 (centres undefined)
-3%,29%,-3%,i,-1%,1,-5%,-15%,0%,COc1ccc(N2CC(C)(C)C2=O)cc1
-19%,26%,-7%,-1%,1%,-12,11%,8%,0%,COC(=O)c1ccc(CN2CCN(C3CCCCC3)C(CCO)C2)cc1 (centres undefined)
-6%,13%,0%,-3%,-10%,-3,-29%,2%,12%,CCOc1ccccc1N(CC(=O)Nc1ccccc1C(=O)N1CCCC1)S(C)(=O)=O
